APEX1 inh – APE1 (human) endonuclease inhibition; P27695; recombinant APE1, TAMRA/BHQ-2 abasic DNA cleavage fluorescence; Potency, µM (highest dose often 65.8 µM), inactives show top-dose activity change, negative = inhibition, most hits filed as inhibitors; 350,000 compounds, 0.35% hits;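 note: plate controls were vehicle for no effect and reference inhibitor for full effect; nearly all actives have a fitted effect of over 55% in size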
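Substrate: short duplex with […] THF abasic site, 5'-TAMRA and 3'-BHQ-2, 50 nM final. APE1 at 0.75 nM, preincubated 15 min RT with compound. Fluorescence increase from first to third read measured activity.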
Pol eta inh – inhibitors of human DNA polymerase eta | Potency, µM (top dose mostly 114 µM), without a hit: at the top dose activity change, negative = inhibition, actives largely listed as inhibitors | 390,000 compounds, 1.2% hits | Q9Y253 | recombinant Pol eta, fluorescent DNA replication assay; note: % is set by controls: 0 for no effect and ±100 for the full control effect
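Pol eta at 10 nM preincubated with compounds 15 min at room temperature; reaction started with fluorescent substrate (50 nM final) and read kinetically at 0 and 10 min.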
BAZ2B block – blocks human BAZ2B. Potency, µM (highest dose often 114 µM), inactives show at the highest dose activity change, negative = inhibition, usual class: inhibitors. 360,000 compounds, 4.4% hits. AID 504333. AlphaScreen BAZ2B-H3K14Ac peptide displacement. Q9UIF8; note: % is set by controls: 0 for no effect and ±100 for the full control effect; nearly all actives have a fitted effect of over 60% in size
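Protein-peptide AlphaScreen: BAZ2B 50 nM, b-H3K14Ac 50 nM, 1x PBS pH 7.4 + 0.01% Tween-20. Preincubation 30 min RT; cpd 30 min RT (top 110 uM); beads 20 min RT, light-protected.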
Pol iota inh – DNA polymerase iota (human) inhibition; AID 588590; 390,000 compounds, 1% hits; Pol iota fluorescent replication assay, 10 min; Potency, µM (top dose mostly 115 µM), without a hit: top-dose activity, negative = inhibition, most hits filed as inhibitors
Target sequence (Q9UNA4 whole entry, looked up): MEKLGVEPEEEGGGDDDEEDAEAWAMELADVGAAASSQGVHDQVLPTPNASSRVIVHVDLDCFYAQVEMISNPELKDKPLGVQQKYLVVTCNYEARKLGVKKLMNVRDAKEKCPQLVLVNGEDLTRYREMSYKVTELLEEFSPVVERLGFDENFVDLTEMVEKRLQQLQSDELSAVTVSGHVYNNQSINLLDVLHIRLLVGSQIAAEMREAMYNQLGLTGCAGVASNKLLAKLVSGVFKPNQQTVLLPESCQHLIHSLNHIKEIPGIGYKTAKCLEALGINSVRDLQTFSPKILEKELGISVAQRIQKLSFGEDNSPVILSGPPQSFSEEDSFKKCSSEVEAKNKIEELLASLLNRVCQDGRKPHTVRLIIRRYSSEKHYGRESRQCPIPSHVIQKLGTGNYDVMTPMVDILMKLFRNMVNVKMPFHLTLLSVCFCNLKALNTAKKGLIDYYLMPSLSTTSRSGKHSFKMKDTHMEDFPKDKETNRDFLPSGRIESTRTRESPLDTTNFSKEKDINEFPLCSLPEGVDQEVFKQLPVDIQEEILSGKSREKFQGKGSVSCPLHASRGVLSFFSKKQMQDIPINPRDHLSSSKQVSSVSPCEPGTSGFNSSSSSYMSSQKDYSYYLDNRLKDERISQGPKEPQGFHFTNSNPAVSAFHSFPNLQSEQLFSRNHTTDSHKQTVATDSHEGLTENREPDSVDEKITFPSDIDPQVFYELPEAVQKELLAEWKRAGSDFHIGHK
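Pol iota at 10 nM preincubated 15 min with compounds at room temperature; reaction started with fluorescent substrate, 50 nM final. Fluorescence read kinetically at 0 and 10 min; buffer-only wells as negative control.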
POLB inh – blocks human DNA polymerase beta activity | Pol beta primer extension/strand displacement, fluorescence kinetic | Potency, µM (highest dose often 114 µM), for the others: at the top dose activity change, negative = inhibition, actives largely listed as inhibitors | 340,000 compounds, 1.3% hits | AID 485314; note: % is set by controls: 0 for no effect and ±100 for the full control effect
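Pol beta (10 nM) was preincubated with compound for 15 min at room temperature. The reaction was then started with 50 nM substrate and read immediately and after a further 10 min at room temperature.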
BLM inh – blocks DNA unwinding by human BLM helicase; recombinant BLM DNA unwinding, fluorescence dequenching; Potency, µM (doses to about 56.1 µM), inactives show at the highest dose activity change, negative = inhibition, most hits filed as inhibitors; 350,000 compounds, 0.2% hits;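 note: plate controls were vehicle for no effect and no enzyme for full effect; nearly all actives have a fitted effect of over 35% in size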
Pol kappa inh – blocks human DNA polymerase kappa activity | AID 588579 | purified Pol kappa, fluorescent DNA synthesis assay, 10 min | Potency, µM (doses to about 107 µM), for the others: top-dose activity, negative = inhibition, usual class: inhibitors | 400,000 compounds, 0.53% hits | Q9UBT6; note: % is set by controls: 0 for no effect and ±100 for the full control effect
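Kinetic fluorescence readout at 0 and 10 min followed reaction start with substrate at 50 nM final. Beforehand, enzyme (10 nM Pol kappa) stood 15 min with compound at room temperature; buffer-only wells were negative controls.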
Anesthetic bind – candidate novel general anesthetic via apoferritin binding; apoferritin/1-aminoanthracene competitive binding, fluorescence; Potency, µM (doses to about 77.5 µM), inactives show at the highest dose activity change, negative = displacement, usual class: inhibitors; 350,000 compounds, 0.074% hits; P02791; note: % is set by controls: 0 for no effect and ±100 for the full control effect; nearly all actives have a fitted effect of over 20% in size
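Probe: 1-aminoanthracene (50% saturated, PBS). Protein: horse-spleen apoferritin, 10 uM. Incubation: 10 min, room temperature. Detection: 380 nm excitation, 535 nm emission. Analysis: normalized response, four-parameter Hill.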
G9a inh – inhibitors of human histone lysine methyltransferase G9a | AID 504332 | 350,000 compounds, 8.8% hits | Potency, µM (doses to about 102 µM), for inactives: at the top dose activity, negative = inhibition, most hits filed as inhibitors | Q96KQ7 | G9a H3K9 monomethylation, AlphaScreen, 2 h; note: % is set by controls: 0 for no effect and ±100 for the full control effect; nearly all actives have a fitted effect of over 75% in size
Target sequence (Q96KQ7 913-1193 limits assumed): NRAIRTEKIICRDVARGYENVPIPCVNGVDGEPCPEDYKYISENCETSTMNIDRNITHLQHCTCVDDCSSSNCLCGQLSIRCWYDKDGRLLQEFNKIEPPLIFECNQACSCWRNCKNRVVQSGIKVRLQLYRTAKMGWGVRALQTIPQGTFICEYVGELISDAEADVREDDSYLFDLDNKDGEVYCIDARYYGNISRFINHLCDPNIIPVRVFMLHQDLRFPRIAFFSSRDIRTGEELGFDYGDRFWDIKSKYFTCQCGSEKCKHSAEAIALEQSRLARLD
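Using a bead-based AlphaScreen, monomethylated H3K9 product from 2 h room-temperature reactions (G9a 20 nM, peptide 500 nM, SAM 20 uM) was detected with 0.5 ug/mL rabbit anti-H3K9me1 antibody.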
Starred values were filed as active, the others as inactive; u = inconclusive; x = not tested or not shown; [ ] = remark or other dose. Calls come from the whole dose curve; as a rule, active = well fitted curve in the direction sought with a large enough effect; inconclusive = small, poorly fitted or top-dose-only effect, or another doubt; inactive = no such curve, though single readings can be large; an effect the other way counts as inactive or inconclusive. Potency is the fitted concentration of half-maximal effect.

SMILES	APEX1 inh	Pol eta inh	BAZ2B block	Pol iota inh	POLB inh	BLM inh	Pol kappa inh	Anesthetic bind	G9a inh
CC(=O)NC1C(O)OC(CO)C(O)C1O (configuration not stated)	9%	-16%	10%	18%	x	x	-1%	x	16%[59 µM]
CCN(CC)C(C)C(=O)NCC1(c2ccccc2)CCOCC1 (configuration not stated)	1%	-4%	8%	13%	-14%	5%	-2%	4%	-9%[59 µM]
NCCCC[C@@H](C(=O)N1CCNCC1)n1cc([C@@H](N)CC(N)=O)nn1	-1%	-14%	u	3%	x	x	-18%	x	-11%[2.33 µM]
CN(Cc1ccccc1)C(=O)c1nc2ccccn2c1CNCCCOc1cccnc1	3%	-16%	0%	52%[activator]	35%	2%	6%	-10%	-9%
CCC(=O)c1cn(CC(=O)Nc2cc(C)ccc2C)c2ccccc12	10%	-7%	u	-10%	-7%	-9%	12%	-4%	-21%[0.501 µM]
Cn1c2c(c(=O)n(C)c1=O)C(c1ccccc1[N+](=O)[O-])CC(=O)N2 (configuration not stated)	x	-2%	0%	-1%	21%	2%	-7%	8%	-20%[59 µM]
COc1ccc(CCNC(=O)COC(=O)c2cccn2C)cc1	9%	-10%	x	41%[activator]	x	x	-4%	x	x
O=C(Nc1ccccc1)Nc1ccc(Br)c(Cl)c1	0%	-12%	-2%	22%	31%	-1%	-20%	0%	21%[59 µM]
Cc1oc(-c2cccc(Cl)c2)nc1CS(=O)(=O)CC(=O)NCCCN1CCOCC1	20%	-17%	6%	13%	-11%	-1%	0%	-15%	18%
O=C(CSC(=S)N1CCCC1)NCC(=O)Nc1ccc(F)c(F)c1	-8%	-7%	-2%	6%	-4%	-10%	-19%	-4%	x
CCOc1ccc(NC(=S)NCc2ccco2)cc1	1%	-17%	-19%	25%	26%	-3%	-1%	-5%	10%
O=S(=O)(N/N=C/c1ccc(N2CCOCC2)cc1)c1ccc(Br)cc1	4%	-10%	-1%	43%[activator]	-17%	1%	3%	-2%	-38%
O=C(NCc1ccco1)c1cc2ccccc2o1	-1%	-3%	-5%	-13%	0%	-5%	-24%	-16%	24%[59 µM]
CC1=C(C(=O)Nc2ccccc2)C(c2ccccc2C)n2nc(SCC(=O)c3ccc(C)cc3)nc2N1 (configuration not stated)	x	-5%	-5%	-8%	-15%	-1%	-4%[60.1 µM]	-1%	14%[59 µM]
CS(=O)(=O)N1CCSC1c1ccc(Br)cc1 (configuration not stated)	0%	25%	3%	36%[activator]	4%	-1%	8%	-13%	3%
COc1ccc(-c2nc(S(=O)(=O)c3ccc(C)cc3)c(NCc3ccccc3)o2)cc1	x	x	-27%	3%	-8%	-5%	1%	-15%	11µM*
CCc1nc2sccc2c(=O)[nH]1	1%	-8%	-3%	28%	1%	-1%	6%	1%	6%
COC(=O)C(CCSC)NC(=O)CNS(=O)(=O)c1ccc(Cl)cc1 (configuration not stated)	-1%	-5%	-29%	10%	7%	0%	5%	-13%	104%[activator][59 µM]
Nn1c(SCc2cn3ccccc3n2)nnc1-c1ccncc1	6%	-8%	-20%	38%[activator]	-9%	-6%	-17%	-2%	-1%
CC(=O)c1cnc2nc(C(F)(F)F)nn2c1C	0%	-8%	3%	21%	25%	-3%	-15%	7%	-5%[12.7 µM]

Grouped by structure: the entries above containing two or more sulfur atoms
SMILES	APEX1 inh	Pol eta inh	BAZ2B block	Pol iota inh	POLB inh	BLM inh	Pol kappa inh	Anesthetic bind	G9a inh
O=C(CSC(=S)N1CCCC1)NCC(=O)Nc1ccc(F)c(F)c1	-8%	-7%	-2%	6%	-4%	-10%	-19%	-4%	x
CS(=O)(=O)N1CCSC1c1ccc(Br)cc1 (configuration not stated)	0%	25%	3%	36%[activator]	4%	-1%	8%	-13%	3%
COC(=O)C(CCSC)NC(=O)CNS(=O)(=O)c1ccc(Cl)cc1 (configuration not stated)	-1%	-5%	-29%	10%	7%	0%	5%	-13%	104%[activator][59 µM]

Gathered by group, those above containing an aryl methoxy group (two)
SMILES	APEX1 inh	Pol eta inh	BAZ2B block	Pol iota inh	POLB inh	BLM inh	Pol kappa inh	Anesthetic bind	G9a inh
COc1ccc(CCNC(=O)COC(=O)c2cccn2C)cc1	9%	-10%	x	41%[activator]	x	x	-4%	x	x
COc1ccc(-c2nc(S(=O)(=O)c3ccc(C)cc3)c(NCc3ccccc3)o2)cc1	x	x	-27%	3%	-8%	-5%	1%	-15%	11µM*

(more compounds)
SMILES	APEX1 inh	Pol eta inh	BAZ2B block	Pol iota inh	POLB inh	BLM inh	Pol kappa inh	Anesthetic bind	G9a inh
COCCNC(=O)CN1C(=O)CSc2ncccc21	-2%	-5%	-2%	0%	-2%	4%	-6%	7%	16%[59 µM]
COc1ccc(NC(=O)CCCSc2ccccc2)cc1S(N)(=O)=O	17%	-18%	-10%	29%	-1%	-3%	5%	-12%	-1%
CN1CCN(c2ccc(NC(=S)NC(=O)c3cccc4c(Cl)cccc34)cc2)CC1	11%	-5%	u	37%[activator]	0%	0%	-3%	-15%	u
O=C(CCCCCNC(=O)c1ccccc1Br)N=Nc1c(O)[nH]c2ccccc12	25µM*	-7%	u	79µM*	2%	-4%	-17%	-8%	x
CC(C)Oc1ccc(C(=O)O)cc1	-2%	-7%	4%	12%	7%	-3%	4%	0%	13%[2.33 µM]
COc1ccc(NCc2cccn2-c2nnc(N3CCCCCC3)s2)cc1	x	-21%	-39%[57.1 µM]	u	25%	-2%	-1%	-5%	u
CCc1ccc(C(=O)CN2C(=O)C(C)N(c3ccc(C)cc3)C2=O)cc1 (configuration not stated)	20%	-10%	1%	33%	20%	3%	2%	-9%	-5%[59 µM]
CCOC(=O)c1c(CC(C)C)csc1NC(=O)c1ccccc1C(=O)O	15%	-10%	-7%	13%	-134%	-7%	-5%	-8%	x
O=C(CSc1nnnn1-c1ccc(F)cc1)Nc1nc2ccccc2s1	0%	u	0%	u	u	-9%	-4%	0%	8%[59 µM]
CCn1c(C)nnc1SCC(=O)Nc1ccc(N2CCOCC2)cc1	12%	-11%	-9%	17%	-25%	-2%	-1%	-6%	-12%
O=C(NCCc1ccccc1C(F)(F)F)C1CCC(=O)N(C2CC2)C1 (configuration not stated)	-4%	-7%	-16%	-3%	5%	-1%	-13%	-4%	17%
CCOP(=O)(OCC)C(Nc1ccccc1)c1cccnc1 (configuration not stated)	19%	-1%	2%	33%[activator]	28%	-1%	10%	9%	22%[12.7 µM]
COc1ccc(C2c3c(ccc4ccccc34)Oc3ncn4nc(-c5ccco5)nc4c32)cc1 (configuration not stated)	0%	-17%	-7%	-18%	29%	-2%	0%	2%	-6%[59 µM]
CCCCN(C)C(=O)Cn1c(C2CC(=O)N(c3ccc(C)cc3)C2)nc2ccccc21 (configuration not stated)	x	-19%	-1%	23%	-16%	0%	-6%	1%	u
Cc1ccc(C)c(N2CCN(S(=O)(=O)c3ccc(-c4coc(C)n4)cc3)CC2)c1	x	u	-36%	5%	3%	-8%	-6%[60.1 µM]	-6%	-10%[59 µM]
CN1CCN(c2ccccc2NC(=O)c2ccc([N+](=O)[O-])o2)CC1	-11%	-1%	u	-20%	-2%	-2%	-17%	-2%	x
COc1ccc(C(=O)C2CCCN(S(=O)(=O)c3cccnc3)C2)c(C)c1 (configuration not stated)	2%	10%	-16%	70%[activator]	0%	1%	-4%	-15%	1%
Cc1ccc(NC(=O)COC(=O)Cc2ccsc2)cc1S(=O)(=O)N(C)C	13%	2%	-31%	-3%	40%	-6%	-13%	-5%	x
Cc1ccc(S(=O)(=O)NCC(=O)N(CC(=O)NCC2CCCO2)c2cccc(F)c2)cc1 (configuration not stated)	26%	-7%	2%	68%[activator]	3%	-6%	-1%	-6%	-5%
Cc1ccc(C)c(N=C2NC(=O)CS2)c1	3%	-16%	3%	-3%	-7%	0%	-6%	-10%	-6%[59 µM]
CC1(C)Cc2nc3nc(SCC(=O)NCc4ccccc4)n(-c4ccccc4)c(=O)c3cc2CO1	-3%	x	-2%	x	30%	-1%	x	-11%	9%[59 µM]
CCCCOC(=O)C(C)Nc1n[nH]c(=S)[nH]c1=O (configuration not stated)	-2%	-4%	u	16%	23%	2%	3%	-17%	u
Cc1ccc(SCC(=O)NC2CC3CCC(C2)N3C)cc1 (configuration not stated)	7%	-20%	24%	25%	-1%	3%	-10%	36%	x
O=C(COc1ccccc1O)NC1CCCC1	-15%	-17%	-2%	-7%	x	x	-3%	x	-43%
Cc1onc(-c2ccccc2)c1C(=O)Oc1cccnc1	-3%	-5%	8%	3%	u	-6%	-1%	-6%	-2%[12.7 µM]
CC(=O)c1ccc(Cc2ccc(C(C)=O)cc2)cc1	1%	-17%	22%	51%[activator]	1%	1%	-3%	-12%	26%
CCC(OC(=O)CN1C(=O)C(=O)c2ccccc21)C(=O)Nc1ccccc1OC (configuration not stated)	10%	-1%	-7%	21%	-13%	0%	-8%	-2%	4%
Cc1ccnc(NC(=O)Cn2ccc([N+](=O)[O-])n2)c1	-1%	-13%	-4%	-8%	24%	-4%	-10%	-12%	2%[59 µM]
Cc1cccc2cc(/C=N/Nc3ccc(C(=O)O)cc3)c(Cl)nc12	9%	u	50µM*	5%	u	-12%	-9%	8%	x
CCN(CC(=O)Nc1ccc(NC(C)=O)cc1)C(=O)C1CC(=O)N(CCc2ccc(OC)c(OC)c2)C1 (configuration not stated)	27%	-18%	3%	73%[activator]	x	x	0%	x	6%[0.501 µM]
Cc1ccc(CN2CCN(/N=C\c3cccc([N+](=O)[O-])c3)CC2)cc1	-1%	-13%	28µM*	48%[activator]	-4%	-14%	-16%	-10%	28µM*
O=C(CCc1ccc(S(=O)(=O)N2CCOCC2)cc1)Nc1ccc(F)c(F)c1F	0%	-23%	x	-5%	x	x	-9%	x	x
Cc1ccc(/C=N/Nc2cc(C)nc(N3CCOCC3)n2)cc1	1%	-19%	-7%	160%[activator]	2%	-4%	-2%	-2%	3%
O=C1Nc2ccccc2C(O)(C(=O)N2CCCCC2)N1c1ccccc1 (configuration not stated)	-4%	-17%	-2%	-10%	26%	-3%	-1%	-6%	13%[59 µM]

Assay outcomes as filed in PubChem.

Some of the compounds tested; rates above refer to the full screens.
